hIAP activ – increases human intestinal alkaline phosphatase activity. 0.16% of 330,000 active. AID 2524. activation factor at 10 µM. purified human IAP, CDP-Star luminescence, 30 min; hits give high values; 1 = vehicle-only enzyme, 0 = enzyme-free background;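 active means activation factor of the enzyme at least 2-fold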; further: the source names both 10 and 20 µM as test concentration; values of inactives mirror those of a sister screen read the other way
ATG4B inh – ATG4B (human) cysteine protease inhibition; Q9Y4P1; ATG4B cleavage of LC3-PLA2, NBD-HPC fluorescence, 1 h; inhibition, % at 8.33 µM; 0.51% of 340,000 active; in the data active means inhibition above about 40%
mIAP inh – blocks mouse intestinal alkaline phosphatase. purified mouse IAP, CDP-Star luminescence, 30 min. inhibition, % at 10 µM. 0.2% of 330,000 active;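 active means inhibition of at least 40% at 10 µM in the primary screen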;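 further: plate controls were DMSO with enzyme for no effect and no enzyme wells for full effect; values of inactives mirror those of a sister screen read the other way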
HKDC1 inhibitor – blocks human hexokinase HKDC1 activity; Q2TB90; recombinant HKDC1, G6PDH/diaphorase resazurin coupled fluorescence; inhibition, % at 20 µM; 0.16% of 340,000 active; AID 493160;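 active means inhibition above about 35% when tested at 20 µM, limit read from the data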;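 further: plate controls were DMSO wells with enzyme for no effect and DMSO wells lacking enzyme for full effect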
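Test system: recombinant HKDC1 (HK5) hexokinase enzyme, produced in-house / Doses: 20 µM test compound, 1% DMSO / Timing: 90 min, room temperature / Detection: G6PDH/diaphorase-coupled fluorescence, 1 mM NADP, 100 µM resazurin, 525/613 nm / Control set: DMSO wells with and without enzyme mix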
PfGluPho inh – PfG6PD (Plasmodium falciparum) enzyme inhibition | PfGluPho enzyme, NADPH resazurin-diaphorase fluorescence | 0.78% of 350,000 active | inhibition, % at 20 µM;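 active means inhibition reaching at least a set limit at 20 µM in the primary screen, cut at about 59% in these data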;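 further: 0% = DMSO wells with substrate and 100% = DMSO wells lacking glucose-6-phosphate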
mIAP activ – mouse IAP activation; AID 2805; activation factor at 10 µM; muIAP, CDP-Star luminescence, 30 min; hits give high values; 1 = vehicle-only enzyme signal, 0 = enzyme-free wells; 0.24% of 330,000 active;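 active means activation factor of at least 2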; further: the source names both 10 and 20 µM as test concentration; values of inactives mirror those of a sister screen read the other way
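Assay system: mouse IAP enzyme; Reagent: CDP-Star chemiluminescent phosphatase substrate; Compound: DMSO-dissolved test compounds; Incubation: 30 min, room temperature; Technique: luminescence from enzymatic CDP-Star hydrolysis; Controls: DMSO-only wells and no-enzyme negative control.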
hIAP inh – blocks human intestinal alkaline phosphatase. P09923. purified IAP, CDP-Star luminescence, 30 min. inhibition, % at 10 µM. 0.12% of 330,000 active. AID 2544;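 active means inhibition reaching a set limit with compound at 10 µM in the primary screen, cut at about 35% in these data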;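 further: plate controls were DMSO wells with enzyme for no effect and no-enzyme buffer wells for full effect; values of inactives mirror those of a sister screen read the other way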
APOBEC3A inh – blocks human APOBEC3A ssDNA deamination. P31941. recombinant A3A, FAM/TAMRA ssDNA deamination fluorescence. inhibition, % at 20 µM. 0.41% of 330,000 active. AID 493011;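 active means at least 40% inhibition at 20 µM here, with at most 30% in a related deaminase screen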;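 further: plate controls were A3A with DMSO for no effect and wells lacking A3A enzyme for full effect; some results filed as inactive read as strong as hits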
* marks the source's active call; other numbers are inactive results; . = not tested or not shown.

Second line of a record: hIAP activ, ATG4B inh, mIAP inh, HKDC1 inhibitor, PfGluPho inh, mIAP activ, hIAP inh, APOBEC3A inh
> O=c1[nH]c(CSc2nnc(Nc3ccccc3)s2)nc2ccccc12
→ 0.93, 14, 2, -2, 9, 0.98, 7, 0
> CNC(=O)/C(C#N)=C/c1c(N2CCN(c3cccc(Cl)c3)CC2)nc2c(C)cccn2c1=O
→ 0.92, 9, 8, 2, -15, 0.93, 8, 0
> Cc1cc(C)c(S(=O)(=O)Nc2c(C)[nH]c(=O)[nH]c2=O)c(C)c1
→ 1.1, 4, -2, -11, -17, 1, -14, 3
> COc1ccc(CCC(=O)Nc2cccc(S(=O)(=O)N3CCCC3)c2)cc1OC
→ 0.89, -7, -9, 2, -2, 1.1, 11, 0
> Cc1cc(/C=C(/C#N)c2nc3ccccc3[nH]2)c(C)n1-c1ccccc1C(=O)O
→ 0.9, 1, 18, 0, 13, 0.82, 10, 29
> Cc1ccc(OCC(=O)N(Cc2ccco2)C2CCS(=O)(=O)C2)cc1C (configuration not stated)
→ 1, -2, -5, -1, -24, 1.1, 0, -1
> COc1ccc(OC)c(NC(=O)c2cc3ccccc3o2)c1
→ 0.95, -3, 17, 4, 10, 0.83, 5, 5
> CC(=O)NCc1cc(-c2ccc(Cl)cc2)no1
→ 0.95, -3, 10, -5, 6, 0.9, 5, 4
> Cc1nn2c(NCCN(C)C)c3c(nc2c1-c1ccccc1)CCC3
→ 1.1, -9, 1, -1, 6, 0.99, -13, 1
> Cc1cc(C)c(NC(=O)CNC(=O)COC(=O)Cc2ccccc2C)c(C)c1
→ 1, 8, -3, -8, -5, 1, -2, -1
> O=C(Cn1cnc2c(OCc3ccccc3)ncnc21)NCc1ccccc1
→ 0.98, ., -6, -6, 0, 1.1, 2, -2
> COC(=O)COc1ccc2cccc(-n3cnnn3)c2c1
→ 1, -9, 0, 1, 4, 1, 0, 2
> COc1ccc(C/C(C)=N/NC(=O)C2COc3ccccc3O2)cc1 (configuration not stated)
→ 0.98, -16, 0, -13, 4, 1, 2, -1
> O=C(NCCc1ccccn1)/C(=C/c1ccco1)NC(=O)c1ccccc1
→ 0.94, -2, -8, 0, -10, 1.1, 6, 0
> CCOC(=O)N1CCC(NC(=O)CS(=O)(=O)Cc2nc(-c3ccccc3Cl)oc2C)CC1
→ 0.92, -9, 3, -5, -13, 0.97, 8, -3
> CCOc1ccc(S(=O)(=O)N(C)c2ccc(OCC(=O)NCC3CCCCC3)cc2)cc1
→ 1.1, 3, -40, 7, 10, 1.4, -8, -1
> C[N+]1(CC(=O)OCCCC2CCCCC2)CCCC1
→ 1.2, 4, -9, -4, -10, 1.1, -17, 69*
> O=[N+]([O-])c1cccc(-c2ccc(/C=N/NC(=S)NCc3ccco3)o2)c1
→ 1.1, -10, 9, -6, -5, 0.91, -8, 0
> CCC(=O)NC(=S)Nc1cccc(NC(=O)c2ccccc2)c1
→ 1.2, 1, 1, -4, 5, 0.99, -16, -4
> Cc1cc(C)c(C#N)c(N2CCN(CCOc3ccc(Cl)cc3)CC2)n1
→ 0.88, 11, 0, -5, 14, 1, 12, 2
> CNC(=S)N/N=C/c1cc(C)ccc1C
→ 1.1, -8, -6, -7, -8, 1.1, -10, -1
> Cc1cc(C(=O)COc2ccc3ccc(=O)oc3c2)c(C)n1C
→ 1, -4, 0, -5, 8, 1, -2, -2
> O=C1c2ccccc2NC(c2ccc3c(c2)OCCO3)N1c1ccc2c(c1)OCCO2 (configuration not stated)
→ 1.1, 5, 1, -10, -10, 0.99, -6, 3
> S=C(NCCCN1CCOCC1)Nc1ccc(Nc2ccccc2)cc1
→ 0.87, -10, 0, 5, 12, 1, 13, -1
> O=C1NC(c2ccncc2)Nc2sc3c(c21)CCCC3 (configuration not stated)
→ 1, 2, 11, 1, 28, 0.89, -4, 0
> CCOC(=O)c1sc(NC(=O)CSC(=S)N2CCN(C)CC2)nc1C
→ 1.1, 15, 1, 3, -16, 0.99, -10, 0
> COc1cc(Br)cc(/C=C/c2ccc3cccc(O)c3n2)c1OC
→ 1.1, -6, 7, -3, 9, 0.93, -12, -6
> O=[N+]([O-])c1ccc(NCCCN2CCOCC2)c([N+](=O)[O-])c1
→ 1.1, -12, 3, -9, -2, 0.97, -11, 3
> Cc1cc(Nc2ccc(C)c(Cl)c2)nc(N2CCOCC2)n1
→ 1.1, 2, -24, -2, 66*, 1.2, -15, 0
> CCCC(C)NC(=O)c1ccc(C2SCC(=O)N2Cc2ccco2)cc1 (configuration not stated)
→ 0.82, -8, -13, -9, -3, 1.1, 18, 2
> O=C1CC2(CCCC2)CC(=O)N1CCCCN1CCN(c2ncccn2)CC1
→ 0.98, -10, -11, -6, -7, 1.1, 2, -3
> COc1ccccc1-c1coc2c(CN3CCCC(C)C3)c(O)ccc2c1=O (configuration not stated)
→ 0.94, -4, -9, -2, 2, 1.1, 6, 2
> O=C(O)CN1C(=O)/C(=C\c2cccc(OCc3ccc(F)cc3)c2)SC1=S
→ 1.1, 7, 6, 18, -24, 0.94, -7, -2
> Cc1nc(COc2ccccc2Cl)sc1-c1ccnc(N)n1
→ 0.97, -12, 15, 1, -23, 0.85, 3, 1
> Cc1sc2c(=O)n3c(nc2c1C(=O)NC1CCCCC1)CCCCC3
→ 0.81, -5, 3, 5, -26, 0.97, 19, 3
> Cc1ccc(S(=O)(=O)N(C)c2ccc(OCC(=O)NCc3ccco3)cc2)cc1
→ 1, -10, -7, 1, 3, 1.1, -2, 4
> O=C(NNC1CC(=O)N(c2ccc(Br)cc2)C1=O)c1cccs1 (configuration not stated)
→ 1, -5, 13, 1, 5, 0.87, -3, 2
> CC(Sc1nnc(C2CC2)n1C1CC1)C(=O)Nc1cccc(S(=O)(=O)N(C)C)c1 (configuration not stated)
→ 0.88, -2, -4, -3, 13, 1, 12, 2
> COc1ccc2[nH]c3nc(SCC(=O)Nc4cccc(NC(C)=O)c4)nnc3c2c1
→ 1.3, -8, 7, 4, 5, 0.93, -27, -3
> COC(=O)c1sc(S(=O)(=O)NCCCN(C)C)c(C(=O)OC)c1C
→ 0.92, -7, 0, -2, -9, 1, 8, 3
> COc1ccc(-c2noc(=O)n2Cc2ccc(C#N)cc2)cc1
→ 0.84, -9, 11, -4, -7, 0.89, 16, -5
> O=C(CCn1nc(-c2ccc(Cl)cc2)c2ccccc2c1=O)NN1CCOCC1
→ 1, -3, 15, -1, -11, 0.85, -4, -2
> CN(C)C(=O)/C(=C/c1cn(-c2ccccc2)nc1-c1cccc([N+](=O)[O-])c1)NC(=O)c1ccccc1
→ 1, -1, 5, -8, 13, 0.95, -4, 2
> Cn1c(CSc2nc3ccccc3s2)nnc1SCC(=O)NCc1ccccn1
→ 1.1, -9, -2, 0, 8, 1, -12, -7
> Nc1ccc2nc(CCCCc3nc4ccccc4[nH]3)[nH]c2c1
→ 0.82, 1, 5, 12, 10, 0.95, 18, -3
> O=C(OCc1c(F)cccc1Cl)c1cnc(Cl)c(Cl)c1
→ 0.85, -6, 3, -1, -22, 0.97, 15, 1
> C/C(=N\NC(=O)c1c(Br)c(C)nn1C)c1cccc(NC(=O)c2ccccc2F)c1
→ 1.1, -3, -5, -12, -5, 1, -8, 2
> COC(=O)c1cc(NC(=O)c2cc(-c3ccccc3Cl)oc2C(F)(F)F)ccc1N1CCOCC1
→ 1, -12, 2, 2, 28, 0.98, -4, -1
> COc1ccc(/C=C2\SC(=S)N(CCC(=O)N3CCCCC3CCO)C2=O)cc1 (configuration not stated)
→ 1.3, 1, 4, 2, -1, 0.96, -32, -6
> O=C(CN1C(=O)C2CC=C(Cl)CC2C1=O)Nc1ccc(C(=O)O)cc1 (configuration not stated)
→ 1.1, 5, 9, 13, -6, 0.91, -14, -1
> Fc1ccc(N2CCN(C(=S)NCc3ccco3)CC2)cc1
→ 0.99, -3, 5, -2, 13, 0.95, 1, -4
> O=C(Nc1ccccc1)Nc1ccc(Br)cc1F
→ 0.83, -5, -81, -1, 7, 1.8, 17, -5
> O=c1ccc2ccc(OCc3ccccc3)cc2o1
→ 1.1, 14, -8, -1, -8, 1.1, -6, -6
> CCc1ccc(NC(=O)CSc2nnc(C3CC3)n2CC2CCCO2)cc1 (configuration not stated)
→ 1, -5, -5, -7, 7, 1, 0, 0
> CC(C)C[C@H](NC(=O)c1nc[nH]c1C(=O)NCc1ccccc1)C(=O)OCc1ccccc1
→ 1.2, -3, 9, -1, 9, 0.91, -24, -5
> COc1ccc(CCN(Cc2nc(-c3ccccc3)no2)Cc2nc(-c3ccccc3)no2)cc1OC
→ 1.1, -12, 9, 2, 11, 0.91, -12, -5
> Cn1c(C(=O)N2CCCC(C(=O)N3CCN(C(=O)c4ccco4)CC3)C2)cc2sccc21 (configuration not stated)
→ 1, 1, 6, -3, 11, 0.94, 0, 0
> O=C(NCc1ccco1)c1ccc(CN2CCOCC2)cc1
→ 0.87, -7, -9, 2, -14, 1.1, 13, -4
> CC(C)(C)c1ccc(C(CC(=O)O)NC(=O)Cc2ccc(Cl)cc2)cc1 (configuration not stated)
→ 0.8, -2, -8, 2, -2, 1.1, 20, 1
> Cc1cc(C)c2nc(N)sc2c1
→ 1.1, 5, -1, -1, 8, 1, -13, -3

The results go on.
Second line of a record: hIAP activ, ATG4B inh, mIAP inh, HKDC1 inhibitor, PfGluPho inh, mIAP activ, hIAP inh, APOBEC3A inh
> CCOC(=O)c1c(NC(=O)C2CC2)sc2c1CC(C)(C)OC2
→ 0.98, -2, -4, 1, 11, 1, 2, 0
> COc1ccc(CN2CCN(Cc3ccccc3F)CC2)c(OC)c1
→ 1.1, 7, 0, -1, -8, 1, -6, -3
> CC(C)(C)NC(=O)CN(C(=O)c1ccc(CN2CCOCC2)o1)c1ccc2c(c1)OCCO2
→ 1.1, 7, 4, -4, -3, 0.95, -14, -4
> CCn1c(SC)nnc1-c1c[nH]c2ccccc12
→ 1.1, 2, -6, -7, -3, 1.1, -8, -5
> CC(C)CCn1nnnc1CN1CCN(c2ccccc2)CC1
→ 0.97, 2, -1, -12, 11, 1, 3, 9
> CC(=O)N/N=C/c1c(C)[nH]n(-c2ccccc2)c1=O
→ 1.4, -10, -1, -11, -16, 1, -43, -2
> CCCN1CCN(c2ncnc3c2nnn3Cc2ccccc2)CC1
→ 0.87, 0, 1, -4, -2, 0.99, 13, -3
> COc1ccc(OC)c(N(CC(=O)NC2CCCC2)S(=O)(=O)c2ccc(OC)c(OC)c2)c1
→ 1, 2, -4, 8, -1, 1, -4, 0
> O=S(=O)(c1ccccc1)N1CCN(Cc2ccccc2)CC1
→ 1, -1, -6, -4, -4, 1.1, -2, -2
> CC(=O)c1cccc(NC(=O)C(C)OC(=O)CCN=C2NS(=O)(=O)c3ccccc32)c1 (configuration not stated)
→ 1.2, -2, -9, -1, -20, 1.1, -16, -2
> O=C(CCC1(C(=O)O)CCC(=O)NC1)NCc1ccccc1 (configuration not stated)
→ 1.1, 2, -2, 1, -4, 1, -9, -4
> Cc1ccc(S(=O)(=O)C2(C(=O)N3CCN(c4ccccc4F)CC3)CC2)cc1
→ 1, -4, -4, 5, -11, 1, -3, 2
> CCOC(=O)c1sc(NC(=O)c2ccc(Br)o2)cc1C
→ 0.96, 1, 2, 1, 42, 0.98, 4, -3
> COC(=O)CC1=C(C(=O)OC)C(c2ccc3c(c2Cl)OCO3)C(C#N)=C(N)O1 (configuration not stated)
→ 0.93, -8, 8, 20, -22, 0.92, 7, 0
> COc1cccc(NC(=O)CN(C)S(=O)(=O)c2ccc3c(c2)n(C)c(=O)c(=O)n3C)c1
→ 0.93, -6, 1, 1, -4, 0.99, 7, -3

No enrichment for hits. Share with any hit: about 2.4%.
